Screens deposited in PubChem BioAssay by Broad Institute.
NSD2 block: inhibitors of human NSD2, primary screen, biochemical, plate reader, single point. Histone-lysine N-methyltransferase NSD2 (Homo sapiens), O96028. NSD2-SET H3K36me1 DELFIA fluorescence. inhibition, % at 12.5 µM. actives 0.07% (n = 44,000); in the data active = inhibition above about 54%, passing the limit was not always enough; inconclusive = no clear call, values can overlap the other calls;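 note: inhibitors reduce the monomethyl H3K36 fluorescence signal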
Starred values were filed as active, the others as inactive; & = joins results of further samples. These rows are one share of the data, so the mix of outcomes need not match the whole.

Results for COc1ccc(CN(C)C[C@H]2Oc3ccc(NC(=O)Nc4ccc(F)cc4)cc3CC(=O)N([C@H](C)CO)C[C@H]2C)cc1 ?
NSD2 block: -10.0

How did C[C@@H]1CN([C@H](C)CO)C(=O)c2cccc(NS(C)(=O)=O)c2O[C@@H]1CN(C)Cc1ccc2c(c1)OCO2 do in these assays?
NSD2 block: inconclusive

What do the screens show for `C[C@H]1CN([C@@H](C)CO)C(=O)c2cccc(NC(=O)c3cnccn3)c2O[C@H]1CN(C)C(=O)Nc1ccc(F)cc1`?
NSD2 block: -6.5

Results for CCC(=O)N(C)C[C@@H]1Oc2cc(C#Cc3ccccc3)ccc2S(=O)(=O)N([C@H](C)CO)C[C@H]1C ?
NSD2 block: 5.3

Results for O=c1oc(-c2ccc(C(F)(F)F)cc2)nn1Cc1cc(Cl)ccc1O ?
NSD2 block: -2.3

How did C[C@@H]1CCCCO[C@H](CN(C)C(=O)Nc2ccc(C(F)(F)F)cc2)[C@H](C)CN([C@H](C)CO)C(=O)c2cc(NC(=O)Nc3ccc(C(F)(F)F)cc3)ccc2O1 do in these assays?
NSD2 block: -1.2

Results for C[C@H]1CN([C@@H](C)CO)C(=O)c2cccc(NC(=O)Nc3ccccc3)c2O[C@@H]1CN(C)S(=O)(=O)c1ccc(F)cc1 ?
NSD2 block: -3.9

Results for C[C@H](CO)N1C[C@H](C)[C@H](CN(C)C(=O)Nc2ccc3c(c2)OCO3)Oc2ncc(-c3ccccc3)cc2C1=O ?
NSD2 block: 3.2&0.1

What do the screens show for `COc1ccc(CN(C)C[C@H]2Oc3ccc(NS(=O)(=O)c4ccc(C)cc4)cc3CC(=O)N([C@@H](C)CO)C[C@H]2C)cc1`?
NSD2 block: -2.7

How did CS(=O)(=O)Nc1ccc2c(c1)[C@H]1C[C@H](CC(=O)NC3CCCC3)O[C@H](CO)[C@H]1O2 do in these assays?
NSD2 block: 3.7

Results for C[C@@H]1CN([C@@H](C)CO)C(=O)c2cc(NC(=O)Nc3cccc4ccccc34)ccc2O[C@H]1CN(C)Cc1ccc(C(=O)Nc2ccccc2N)cc1 ?
NSD2 block: -4.8

Results for CC1CCC2(OC1)OC1CC3C4CC=C5C[C@@H](O)CC(O)[C@]5(C)C4CC[C@]3(C)C1C2C (some centres not stated) ?
NSD2 block: 6.8

How did C[C@H](CO)N1C[C@H](C)[C@@H](CN(C)C(=O)Nc2cc(F)ccc2F)Oc2cc(-c3cccc(F)c3)ccc2S1(=O)=O do in these assays?
NSD2 block: 5.5

What do the screens show for `C[C@@H]1CN([C@@H](C)CO)C(=O)c2cc(C#CC3CCCC3)cnc2O[C@H]1CN(C)S(=O)(=O)c1cccc(F)c1`?
NSD2 block: 37.1

What do the screens show for `COc1ccc(S(=O)(=O)Nc2ccc3c(c2)C(=O)N([C@H](C)CO)C[C@H](C)[C@H](CN(C)Cc2ccc(C(=O)O)cc2)OCCCC[C@H](C)O3)cc1`?
NSD2 block: 5.9

How did C[C@H]1CN([C@@H](C)CO)C(=O)c2cc(NS(=O)(=O)c3ccc(Cl)cc3)ccc2O[C@H]1CN(C)CC1CC1 do in these assays?
NSD2 block: 3.8

What do the screens show for `C[C@@H]1CCCCO[C@@H](CN(C)S(C)(=O)=O)[C@H](C)CN([C@H](C)CO)C(=O)c2cc(NC(=O)Nc3ccc(F)cc3)ccc2O1`?
NSD2 block: -6.5

How did C[C@H]1CN([C@@H](C)CO)C(=O)Cc2cc(NC(=O)Nc3ccc(F)cc3)ccc2O[C@@H]1CN(C)C(=O)NC1CCCCC1 do in these assays?
NSD2 block: 1.1

Results for C[C@H](CO)N1C[C@H](C)[C@H](CN(C)Cc2ccccc2)Oc2cc(-c3cncnc3)ccc2S1(=O)=O ?
NSD2 block: -0.3

Results for Cc1cc(C(=O)Nc2cccc3c2O[C@H](CN(C)Cc2ccccc2)[C@H](C)CN([C@H](C)CO)C3=O)n(C)n1 ?
NSD2 block: -2.8

Results for CN(C)c1ccc2c(c1)[C@H]1C[C@H](CC(=O)NCC3CC3)O[C@H](CO)[C@H]1O2 ?
NSD2 block: 3.0

Results for C[C@H](CO)N1C[C@H](C)[C@@H](CN(C)C(=O)Nc2ccccc2)Oc2ccc(NC(=O)C3CCCCC3)cc2CC1=O ?
NSD2 block: 0.6

Results for COc1ccc(S(=O)(=O)N(C)C[C@H]2Oc3ccc(N(C)C)cc3C(=O)N([C@@H](C)CO)C[C@@H]2C)cc1 ?
NSD2 block: 1.1

Results for CC(=O)N(C)C[C@@H]1Oc2ncc(C3=CCCC3)cc2C(=O)N([C@H](C)CO)C[C@H]1C ?
NSD2 block: -1.9

How did CCCC#Cc1cnc2c(c1)C(=O)N([C@H](C)CO)C[C@H](C)[C@H](CN(C)C(=O)NC1CCCC1)O2 do in these assays?
NSD2 block: 1.6

Results for C=C(C)[C@@H]1CC[C@]2(C(=O)O)CC[C@]3(C)[C@H](CC[C@@H]4[C@@]5(C)CC[C@H](O)C(C)(C)[C@@H]5CC[C@]43C)[C@@H]12 ?
NSD2 block: 9.4

What do the screens show for `COc1ccccc1-c1cnc2c(c1)C(=O)N([C@H](C)CO)C[C@@H](C)[C@@H](CN(C)C(C)=O)O2`?
NSD2 block: -12.1

How did C[C@@H]1CN([C@@H](C)CO)C(=O)c2cccc(NS(=O)(=O)c3cccs3)c2O[C@@H]1CN(C)Cc1ccc(C(F)(F)F)cc1 do in these assays?
NSD2 block: 6.5

Results for COc1ccccc1CN(C)C[C@@H]1OCc2cnnn2CCCC(=O)N([C@H](C)CO)C[C@H]1C ?
NSD2 block: 6.0

How did Fc1ccc2[nH]cc(CCCN3CCN(c4nc5cc(Cl)ccc5s4)CC3)c2c1 do in these assays?
NSD2 block: -1.6

What do the screens show for `C[C@H]1CN([C@@H](C)CO)C(=O)Cc2cc(NC(=O)c3ccncc3)ccc2O[C@@H]1CN(C)S(=O)(=O)c1ccccc1`?
NSD2 block: -1.9

Results for COc1ccccc1C1(CC(=O)O)CCOC(C(C)C)C1 (configuration not stated) ?
NSD2 block: 1.4

How did C[C@H]1CN([C@@H](C)CO)C(=O)Cc2cc(NS(=O)(=O)c3ccc(F)cc3)ccc2O[C@@H]1CN(C)CC1CCCCC1 do in these assays?
NSD2 block: -16.2

What do the screens show for `C[C@@H]1CN([C@H](C)CO)S(=O)(=O)c2ccc(C#Cc3ccc(F)cc3)cc2O[C@H]1CN(C)S(C)(=O)=O`?
NSD2 block: -0.8

Results for CCO[C@@H]1OC(C(=O)Nc2ccccc2)=C[C@H](c2cn(C(C)=O)c3ccccc23)[C@H]1CCCO ?
NSD2 block: 2.6

What do the screens show for `C[C@@H]1CN([C@@H](C)CO)S(=O)(=O)c2ccc(C#Cc3ccc(F)cc3)cc2O[C@@H]1CN(C)C`?
NSD2 block: 1.8

What do the screens show for `C[C@H]1CN([C@@H](C)CO)C(=O)Cc2cc(N(C)C)ccc2O[C@@H]1CN(C)S(=O)(=O)c1ccccc1`?
NSD2 block: 16.7

Results for CC(C)CC#Cc1ccc2c(c1)O[C@H](CN(C)C(=O)Nc1ccccc1F)[C@H](C)CN([C@H](C)CO)S2(=O)=O ?
NSD2 block: -2.5

What do the screens show for `COc1ccccc1C#Cc1ccc2c(c1)O[C@@H](CN(C)Cc1ccncc1)[C@@H](C)CN([C@@H](C)CO)S2(=O)=O`?
NSD2 block: 5.4

Results for C[C@H](O)C#Cc1ccc2c(c1)O[C@@H](CN(C)C(=O)CN(C)C)[C@H](C)CN([C@@H](C)CO)S2(=O)=O ?
NSD2 block: 6.1

How did O=C(CCCCCCC(=O)Nc1ccccc1O)N/N=C/c1ccc2ccccc2c1O do in these assays?
NSD2 block: 2.7

What do the screens show for `C[C@@H]1CCCCO[C@H](CN(C)S(=O)(=O)c2ccc(F)cc2)[C@@H](C)CN([C@H](C)CO)C(=O)c2cc(NS(=O)(=O)c3ccccc3)ccc2O1`?
NSD2 block: 1.7

How did C[C@@H]1CCCCO[C@@H](CN(C)Cc2ccc(C(=O)O)cc2)[C@@H](C)CN([C@H](C)CO)C(=O)c2cc(NC(=O)CCC(F)(F)F)ccc2O1 do in these assays?
NSD2 block: 7.8

What do the screens show for `COC(=O)C(Cc1c[nH]c2ccccc12)NC(=O)C(NC(=O)C(C)NC(=O)/C=C/C(=O)O)C(C)c1c[nH]c2ccccc12` (configuration not stated)?
NSD2 block: 0.6

Results for O=C(N[C@@H]1C=C[C@@H](CC(=O)N2CCC(Cc3ccccc3)CC2)O[C@@H]1CO)c1cnccn1 ?
NSD2 block: 0.4

What do the screens show for `Cc1noc(C)c1NC(=O)N(C)C[C@@H]1OCCCC[C@H](C)Oc2ccc(NC(=O)Cc3ccccc3)cc2C(=O)N([C@@H](C)CO)C[C@@H]1C`?
NSD2 block: -0.4

Results for C[C@@H]1CN([C@@H](C)CO)S(=O)(=O)c2ccc(-c3ccncc3)cc2O[C@@H]1CN(C)C(=O)CN(C)C ?
NSD2 block: -0.4

Results for C[C@@H]1CN([C@H](C)CO)C(=O)c2cc(C#CCN(C)C)cnc2O[C@@H]1CN(C)Cc1ccncc1 ?
NSD2 block: -3.4

How did C[C@H](CO)N1C[C@H](C)[C@@H](CN(C)S(=O)(=O)c2ccc(F)cc2)OCCCC[C@H](C)Oc2ccc(NS(=O)(=O)c3ccc(F)cc3)cc2C1=O do in these assays?
NSD2 block: -2.2

What do the screens show for `COc1cc(C=O)c([N+](=O)[O-])cc1OC`?
NSD2 block: -3.6

What do the screens show for `C[C@@H]1CN([C@H](C)CO)C(=O)Cc2cc(NC(=O)CCN3CCOCC3)ccc2O[C@H]1CN(C)Cc1ccc(C(=O)O)cc1`?
NSD2 block: 7.1

Results for O=C(CCCCCCCCc1ccccc1)c1c(O)cc(O)cc1O ?
NSD2 block: 0.5

Results for COc1ccc(NC(=O)N(C)C[C@H]2Oc3ccc(NC(=O)CCCN(C)C)cc3C(=O)N([C@H](C)CO)C[C@@H]2C)cc1 ?
NSD2 block: 5.6

How did C[C@@H]1CCCCO[C@@H](CN(C)C(=O)Nc2ccc3c(c2)OCO3)[C@@H](C)CN([C@H](C)CO)C(=O)c2cc(NS(=O)(=O)c3ccccc3)ccc2O1 do in these assays?
NSD2 block: -0.7

What do the screens show for `C[C@@H]1CCCCO[C@@H](CN(C)S(=O)(=O)c2cccs2)[C@@H](C)CN([C@H](C)CO)C(=O)c2cc(NS(=O)(=O)c3ccc(Cl)cc3)ccc2O1`?
NSD2 block: -2.6

Results for C[C@H]1CN([C@@H](C)CO)C(=O)c2cc(-c3ccccc3)cnc2O[C@H]1CN(C)C(=O)c1cccnc1 ?
NSD2 block: -6.0

What do the screens show for `C[C@@H]1CN([C@H](C)CO)C(=O)c2cccc(NS(C)(=O)=O)c2O[C@@H]1CN(C)CC1CCCCC1`?
NSD2 block: 6.2

How did C[C@@H]1CN([C@H](C)CO)C(=O)CCCn2nncc2CO[C@@H]1CN(C)C(=O)Nc1cccc(C(F)(F)F)c1 do in these assays?
NSD2 block: 6.1

How did C[C@@H]1CCCCO[C@@H](CN(C)Cc2ccncc2)[C@H](C)CN([C@H](C)CO)C(=O)c2cc(NC(=O)Nc3ccccc3)ccc2O1 do in these assays?
NSD2 block: 1.4

Results for COc1cc2c(cc1OC)CN(C(=O)[C@H]1[C@@H]3C(=O)O[C@@H](c4ccccc4)[C@@H](c4ccccc4)N3[C@@H](c3ccc(OCCO)cc3)[C@]13C(=O)Nc1ccc(C#CC4(O)CCCCCC4)cc13)CC2 ?
NSD2 block: 1.2

Sorted by SMILES length (largest number first): part of the list above
How did C[C@H](CO)N1C[C@H](C)[C@@H](CN(C)S(=O)(=O)c2ccc(F)cc2)OCCCC[C@H](C)Oc2ccc(NS(=O)(=O)c3ccc(F)cc3)cc2C1=O do in these assays?
NSD2 block: -2.2

What do the screens show for `Cc1noc(C)c1NC(=O)N(C)C[C@@H]1OCCCC[C@H](C)Oc2ccc(NC(=O)Cc3ccccc3)cc2C(=O)N([C@@H](C)CO)C[C@@H]1C`?
NSD2 block: -0.4

Results for C[C@@H]1CN([C@@H](C)CO)S(=O)(=O)c2ccc(-c3ccncc3)cc2O[C@@H]1CN(C)C(=O)CN(C)C ?
NSD2 block: -0.4

The listing picks up with the 5 entries that preceded the break.
Results for C[C@H]1CN([C@@H](C)CO)C(=O)c2cc(-c3ccccc3)cnc2O[C@H]1CN(C)C(=O)c1cccnc1 ?
NSD2 block: -6.0

What do the screens show for `C[C@@H]1CN([C@H](C)CO)C(=O)c2cccc(NS(C)(=O)=O)c2O[C@@H]1CN(C)CC1CCCCC1`?
NSD2 block: 6.2

How did C[C@@H]1CN([C@H](C)CO)C(=O)CCCn2nncc2CO[C@@H]1CN(C)C(=O)Nc1cccc(C(F)(F)F)c1 do in these assays?
NSD2 block: 6.1

How did C[C@@H]1CCCCO[C@@H](CN(C)Cc2ccncc2)[C@H](C)CN([C@H](C)CO)C(=O)c2cc(NC(=O)Nc3ccccc3)ccc2O1 do in these assays?
NSD2 block: 1.4

Results for COc1cc2c(cc1OC)CN(C(=O)[C@H]1[C@@H]3C(=O)O[C@@H](c4ccccc4)[C@@H](c4ccccc4)N3[C@@H](c3ccc(OCCO)cc3)[C@]13C(=O)Nc1ccc(C#CC4(O)CCCCCC4)cc13)CC2 ?
NSD2 block: 1.2

How did CC(C)CC(NC(=O)OCC1c2ccccc2-c2ccccc21)C(=O)O (configuration not stated) do in these assays?
NSD2 block: -2.7

Results for C[C@H]1CN([C@@H](C)CO)C(=O)c2cc(NC(=O)NC3CCCCC3)ccc2O[C@@H]1CN(C)C(=O)Nc1ccc(C(F)(F)F)cc1 ?
NSD2 block: -8.4

What do the screens show for `COc1cccc(-c2ccc3c(c2)O[C@@H](CN(C)C(C)=O)[C@H](C)CN([C@H](C)CO)S3(=O)=O)c1`?
NSD2 block: -3.1

Results for C/C=C/c1ccc2c(c1)O[C@H](CN(C)C(=O)Nc1ccc(C(F)(F)F)cc1)[C@H](C)CN([C@H](C)CO)S2(=O)=O ?
NSD2 block: -9.7

How did C[C@H]1CN([C@@H](C)CO)C(=O)c2cc(-c3ccc(C(=O)N(C)C)cc3)cnc2O[C@@H]1CN(C)Cc1ccc(C(=O)O)cc1 do in these assays?
NSD2 block: -6.8
